USP2a block – qHTS Assay for Inhibitors of Ubiquitin-specific Protease USP2a Using CHOP2 as the Reporter; Ubiquitin carboxyl-terminal hydrolase 2 (Homo sapiens), O75604; hit rate 0.01% among 330,000; USP2 core, Ub-CHOP2 coupled fluorogenic reporter, 485/531; Potency, µM (top dose mostly 38.3 µM), inactives show at the highest dose activity change, negative = inhibition, hits mostly inhibitors;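 further: potency means the concentration at half of the fitted maximal effect; plate controls were DMSO wells for no effect and full inhibition by NEM control for full effect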
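Deubiquitinase activity read as fluorescence (485/531 nm) after Ub-CHOP2 cleavage activates the enterokinase reporter on its substrate; USP2 core 10nM, Ub-CHOP2 and substrate 25nM each, 30min compound preincubation then 60min RT; data normalized to NEM, curves fitted.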
TSHR antagonist – Antagonists of the Thyroid Stimulating Hormone Receptor: HTS campaign | TSHR-expressing cells, TSH-stimulated cAMP HTRF, 2 h; active compounds read low | activity change, negative = inhibition, % at 11.5 µM | hit rate 0.2% among 330,000 | AID 504810, 2011;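 active means activity change below a set negative limit, meaning inhibition stronger than a set level, cut at about -70% in these data; inconclusive means activity change between two set negative limits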; further: on the % scale 0 is the no-effect control and ±100 the full control effect
Target sequence (P16473 whole entry, looked up): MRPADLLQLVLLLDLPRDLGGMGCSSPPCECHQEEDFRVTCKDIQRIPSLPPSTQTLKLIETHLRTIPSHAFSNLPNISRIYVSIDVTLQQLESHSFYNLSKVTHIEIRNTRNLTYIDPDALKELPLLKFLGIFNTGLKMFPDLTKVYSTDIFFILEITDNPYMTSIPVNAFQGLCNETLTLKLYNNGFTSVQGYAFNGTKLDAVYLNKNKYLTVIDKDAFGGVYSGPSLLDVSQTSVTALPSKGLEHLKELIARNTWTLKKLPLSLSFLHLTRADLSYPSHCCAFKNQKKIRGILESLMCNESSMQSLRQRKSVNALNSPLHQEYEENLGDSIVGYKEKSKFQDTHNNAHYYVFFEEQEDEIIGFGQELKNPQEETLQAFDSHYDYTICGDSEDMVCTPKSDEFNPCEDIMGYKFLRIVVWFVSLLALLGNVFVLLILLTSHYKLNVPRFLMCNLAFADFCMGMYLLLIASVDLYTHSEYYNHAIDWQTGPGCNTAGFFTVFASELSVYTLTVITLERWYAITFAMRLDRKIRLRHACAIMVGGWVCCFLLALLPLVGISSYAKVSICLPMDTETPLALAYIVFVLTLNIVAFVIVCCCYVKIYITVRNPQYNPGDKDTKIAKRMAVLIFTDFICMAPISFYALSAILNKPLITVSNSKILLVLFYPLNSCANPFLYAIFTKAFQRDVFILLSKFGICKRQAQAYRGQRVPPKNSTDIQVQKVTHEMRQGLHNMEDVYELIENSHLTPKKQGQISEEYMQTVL
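Cell-based HTRF cAMP assay; TSHR cells + compound, TSH EC80 (4nM final), 2 h, 37 deg C. Lysis with anti-cAMP cryptate and cAMP-d2, 30 min RT, read 665/620 nm.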
KCNH2 WT inh – qHTS for Inhibitors of KCHN2 3.1: Wildtype qHTS. AID 720551, 2013. hit rate 0.37% among 340,000. Voltage-gated inwardly rectifying potassium channel KCNH2 (Homo sapiens), Q12809. U2OS, BacMam KCNH2, thallium flux FluxOr; active compounds read low. activity change, % at 1.84 µM;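 active means maximum activity change below -70%; inconclusive means maximum activity change between -70% and -50%; inactive means maximum activity change above -50%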; further: on the % scale 0 is the no-effect control and ±100 the full control effect
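U2OS cells transduced with wild-type KCNH2 virus are loaded with FluxOr dye for 45 min, and thallium flux is measured in kinetic reads before and after stimulation buffer. Rate constants are normalized to DMSO controls.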
Eya2 phos inh – qHTS Assay for Inhibitors of the Phosphatase Activity of Eya2 | Protein phosphatase EYA2 (Homo sapiens), O00167 | recombinant Eya2, OMFP fluorescence dephosphorylation (OMFP is methylfluorescein phosphate) | Potency, µM (top dose mostly 76.9 µM), for the others: top-dose activity, negative = inhibition, most hits filed as inhibitors | hit rate 0.006% among 330,000 | AID 488837, 2010; further: potency means the concentration at half of the fitted maximal effect; on the % scale 0 is the no-effect control and ±100 the full control effect
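Eya2 (0.2 uM) preincubated 10 min at ambient with compound, then OMFP substrate added at 50 uM; 10 min reaction in 50 mM HEPES pH 7.5, 50 mM NaCl, 5 uM MgCl2, 0.05% BSA, 1 mM DTT. Fluorescence read at Ex 485/Em 525 nm.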
A-T KAP1 phos – qHTS Assay for Identifying a Potential Treatment of Ataxia-Telangiectasia; […] A-T fibroblasts, KAP-1 phosphorylation AlphaLISA; neocarzinostatin DNA damage 30 min before lysis; Potency, µM (top dose mostly 57.5 µM), inactives show top-dose activation, most hits filed as activators; hit rate 0.19% among 320,000; AID 485349, 2010; further: potency means the concentration at half of the fitted maximal effect; % of control where 0% means no effect; nearly all actives have a fitted effect of over 45% in size
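hTERT-immortalized A-T patient fibroblasts ([…]), 500 cells/well in OPTI-MEM, 1% FBS, got compounds for 60 min, then NCS for 30 min at 37C. Lysates were then assayed for phospho-KAP-1 by AlphaLISA (anti-pKAP1 donor, anti-KAP1 acceptor beads), 6 hr at 25C.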
TRPV1 ag – HTS Assay for Compounds that Act as Agonists of the Vanilloid Receptor 1 | Transient receptor potential cation channel subfamily V member 1 (Homo sapiens), Q8NER1 | TRPV1-expressing cells, Fluo-8 calcium influx, agonist mode | activation, % at 8.33 µM | hit rate 0.19% among 320,000 | AID 540275, 2011; in the data active means activation above about 80%; inconclusive means between about 30% and that limit; further: 0% is about no effect
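Cells expressing TRPV1 were dye-loaded with Fluo-8 and read kinetically: 10 s baseline, 3 min after compound (agonist portion), then 2 min after EC20 capsaicin (allosteric enhancer portion). Calcium-bound dye fluorescence at 480/520 nm.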
Mito fusion act – qHTS Assay for Small Molecule Inhibitors of Mitochondrial Division or Activators of Mitochondrial Fusion; S. cerevisiae fusion-defective mutant growth rescue, CellTiterGlo 48 h; Potency, µM (doses to about 46.1 µM), without a hit: at the top dose growth rescue (activation), usual class: activators; hit rate 0.23% among 320,000; AID 485298, 2010;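 further: potency means the concentration at half of the fitted maximal effect; % of control where 0% means no effect; nearly all actives have a fitted effect of over 45% in size; temperature-sensitive fusion mutants such as fzo1-1 at 37 °C on non-fermentable ethanol glycerol medium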
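Read-out: ATP-based luminescence (CellTiterGlo, 10 min ambient) reporting growth of fusion-defective ts yeast after 48 hours at 37C on glycerol/ethanol YPEG medium in the presence of compound.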
KCNH2 3.1 block – qHTS for Inhibitors of KCHN2 3.1: Mutant qHTS; Potassium voltage-gated channel subfamily H member 2, brain isoform KCNH2 3.1 (human); U2OS KCNH2 3.1, thallium flux FluxOr; active compounds read low; activity change, % (tested at about 1.8 µM); hit rate 0.95% among 340,000;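 active means maximum activity change below -70%; inconclusive means maximum activity change from -70% to -50%; inactive means maximum activity change above -50%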;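 further: thallium influx rate constant from kinetic fluorescence after stimulation buffer; on the % scale 0 is the no-effect control and ±100 the full control effect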
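Measured as rate of thallium-driven FluxOr signal in transduced U2OS cells carrying the 3.1 channel, read kinetically for 2 min upon stimulation; values are rate constants scaled to DMSO control wells.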
TCR act – Activators of T cell receptors: qHTS campaign. primary human leukocytes, anti-CD3, IL-2 HTRF, 48 h. Potency, µM (series often up to 9.22 µM), for the others: at the top dose activation of IL-2 secretion, most hits filed as activators. 330,000 tested, under 10 active. AID 504894, 2011; further: % of control where 0% means no effect
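1) Mix primary human leukocytes, a-CD3 beads and compound. 2) Incubate 48 hr. 3) Add HTRF IL-2 reagents (a-IL-2-K, a-IL-2-d2).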
ELG1 repair inh – qHTS screen for small molecules that inhibit ELG1-dependent DNA repair in human embryonic kidney (HEK293T) cells expressing luciferase-tagged ELG1. Potency, µM (highest dose often 46.1 µM), without a hit: top-dose activity change, negative = inhibition, most hits filed as inhibitors. HEK293T ELG1-luciferase reporter, luminescence, 16 h; DNA damage induced by 5-fluorouridine. AID 504467, 2011. hit rate 2.3% among 330,000; further: potency means the concentration at half of the fitted maximal effect; on the % scale 0 is the no-effect control and ±100 the full control effect; nearly all actives have a fitted effect of over 55% in size
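HEK293T cells expressing luciferase-tagged ELG1 (2,000/well) received 5-Fluorouridine plus compound or DMSO for 16 hr at 37 °C. Luciferase was read by ONE-Glo luminescence after 30 min at room temperature.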
An asterisk follows results filed as active; ? = inconclusive; nt = not tested or not shown; [ ] = another dose, or the depositor's remark. Unless noted, the call rests on the fitted dose curve; in most records, active means well fitted curve in the direction sought with a large enough effect; inconclusive means small, poorly fitted or top-dose-only effect, or another doubt; inactive means no such curve, though single readings can be large; an effect the other way counts as inactive or inconclusive. The list is partial (hit frequency here may not be typical).

SMILES	USP2a block	TSHR antagonist	KCNH2 WT inh	Eya2 phos inh	A-T KAP1 phos	TRPV1 ag	Mito fusion act	KCNH2 3.1 block	TCR act	ELG1 repair inh
COCCn1c(=NC(=O)c2cc3ccccc3oc2=O)sc2cc(S(N)(=O)=O)ccc21	4%	-7	0	-13%	5%	-1	1%	-35	-9%[46.1 µM]	-12%
Cc1ccccc1OCCn1cc(C(=S)N2CCN(C)CC2)c2ccccc21	-1%	1	-23	?	-3%	14	3%	-6	-8%	-22%
CC1CCN(CC(=O)NCc2ccco2)CC1	3%	-4	0	0%	4%	4	-2%	1	2%	-18%
COC(=O)CN1C(=O)[C@H]2[C@@H](/C=C/c3ccccc3)N3C(=O)CN(Cc4ccccc4)C(=O)[C@@]3(C)[C@H]2C1=O	0%	2	23	2%	-3%	5	2%	23	3%	-16%
CC(=O)N/C(=N\OCc1ccccc1Cl)c1nonc1NC(C)=O	5%	10	1	1%	-2%	-1	-2%	-2	-6%	16%
Cc1cccc(OCC(O)Cn2c(N3CCCCC3)nc3c2c(=O)n(C)c(=O)n3C)c1 (stereo not drawn)	0%	-9	-13	-1%	-2%	-2	27%	0	1%	?
Cc1cc(C(C#N)c2cccc(Cl)c2)n2ncnc2n1 (stereo not drawn)	3%	-25	2	-8%	-1%	2	3%	9	8%	-9%
Cc1ccc(-c2nc(C#N)c(NCc3ccco3)o2)cc1	0%	5	9	6%	-7%	16	10%	20	2%	?
CN(Cc1ccc(F)cc1)C(=O)CNC(=O)c1ccc2c(c1)OCO2	1%	4	-12	-1%	4%	28	-4%	11	1%	3%
O=C(Nc1ccn(Cc2c(F)c(F)cc(F)c2F)n1)c1ccc(COc2cc(Cl)ccc2Cl)o1	4%	-10	8	17%	7%	-1	1%	-10	7%	?
Cn1nnnc1SCCNCc1ccc(Cl)cc1	2%	3	0	6%	5%	-6	1%	-95*	7%	2%
Cc1cccc2c(N=Nc3ccccc3)c(O)[nH]c12	2%	20	-5	-8%	6%	-4	6%	1	-2%	?
CCCN(CCC)CC(O)CN(c1ccccc1)S(=O)(=O)c1ccc(C)cc1 (stereo not drawn)	1%	-5	-96*	-9%	nt	-4	-1%	-81*	4%	16%
Cc1ccc(OCC(=O)N2CCCCCCC2)cc1	1%	2	0	-5%	-10%	27	0%	-17	1%	?
NC(=O)c1ccsc1NC(=O)COC(=O)c1ccc(Cl)cc1	-2%	-20	-4	7%	10%	10	5%	3	12%	-28%
Cc1ccc(-c2nc(-c3ccccc3)no2)cc1	-1%	-3	14	-14%	nt	3	4%	2	-1%	?
CC(=O)Nc1ccc(NC(=O)CNC(=O)c2sc3ccccc3c2Cl)cc1	1%	11	-4	2%	0%	0	0%	21	0%	10%
CCc1ccc(C(=O)COC(=O)c2cncc(Br)c2)cc1	5%	5	3	-7%	0%	9	3%	-3	-7%	?
Cc1ccc(C(=O)NCC(c2ccco2)N2CCc3ccccc32)cc1C (stereo not drawn)	2%	16	-3	5%	5%	-2	?	7	3%	?
Cc1ccc(-n2c(O)c(/C=N/NC(=O)C3COc4ccccc4O3)c3ccccc3c2=O)cc1 (stereo not drawn)	0%	-10	-6	-1%	-3%	13	-2%	-7	0%[46.1 µM]	-17%
Clc1cccc(-c2ccc(/C=N/n3cnnc3)o2)c1	-1%	8	22	-25%	-2%	-1	1%	25	0%	5%
O=C1CCCC/C1=C/NCc1ccc(F)cc1	2%	-3	0	5%	-3%	5	-2%	1	0%	-5%
O=C(NCCc1ccc(Cl)cc1)C1CCC(=O)N1Cc1ccccc1Cl (stereo not drawn)	2%	2	10	1%	5%	3	-1%	-2	1%	9%
N#CC1=C(N)NC(SCC(=O)O)=C(C#N)C12CCCC2	3%	-3	-4	15%	-3%	-7	3%	-11	-3%	4%
COc1cccc(NC(=O)CSC2=C(C#N)C(c3ccco3)C3=C(CCCC3=O)N2)c1 (stereo not drawn)	0%	-8	-21	-24%	-4%	6	3%	21	-3%	-22%

Next results:
SMILES	USP2a block	TSHR antagonist	KCNH2 WT inh	Eya2 phos inh	A-T KAP1 phos	TRPV1 ag	Mito fusion act	KCNH2 3.1 block	TCR act	ELG1 repair inh
Cc1cc(/C=C2\NC(=S)NC2=O)c(C)n1-c1cccnc1	2%	-1	2	11%	-11%	nt	-2%	-3	2%	?
O=C(O)CC1=C(O)C(=O)N(c2ccccc2)C1c1ccc(Cl)cc1 (stereo not drawn)	-1%	-3	-2	3%	3%	1	1%	-2	-1%	3%
CN(C)c1cccc2c(/C=N/O)ccc(N(C)C)c12	3%	-10	12	-4%	9%	5	-9%	13	4%	2%
C/C(CC(=O)NCc1ccco1)=N\NC(=O)C(c1ccccc1)c1ccccc1	2%	9	7	12%	-2%	nt	-1%	-30	3%	4%
Cc1cc(C(=O)COC(=O)c2ccc(Cl)c(S(N)(=O)=O)c2)c(C)n1CC1CCCO1 (stereo not drawn)	-1%	-7	6	-18%	-6%	17	6%	1	-4%	?
CCOC(=O)c1c(C)n(C)c2ccc(OC)c(NC(=O)CN3CCC4(CC3)OCCO4)c12	2%	4	-4	3%	5%	-6	4%	10	5%	?
COc1ccc(CCNC(=O)Cc2cc(=O)[nH]c(=O)[nH]2)cc1OC	?	6	-5	-4%	-6%	-3	4%	10	4%	8%
Cc1ccc(-c2csc(NC(=O)COc3ccc(N(C)S(=O)(=O)c4ccc(C)cc4)cc3)n2)cc1	2%	-8	7	-7%	-4%	2	-1%	-23	-3%	?
CCCSc1ncnc2c1oc1ccccc12	0%	17	9	4%	1%	7	-13%	2	5%	?
CN(C)c1ccc2c(=O)[nH][nH]c(=O)c2c1	4%	-7	-2	15%	5%	0	-6%	24	4%	9%
OC1CCCN(C(=S)Nc2ccc(SC(F)F)cc2)C1 (stereo not drawn)	2%	-1	-7	4%	1%	?	2%	-10	0%[46.1 µM]	?
O=C(O)c1ccccc1CSc1nc2ccccc2o1	3%	-7	2	8%	-4%	0	5%	7	-5%	?
O=C(Nc1ccc(Cl)cc1)N1CCOC12CCC1(CC2)OCCO1	9%	11	-18	4%	4%	10	9%	-21	5%	-9%
O=C(CCn1c(=O)sc2ccccc21)NCc1ccccc1	1%	0	6	7%	6%	13	3%	-2	7%	8%
C=CCNC(=S)NNC(=O)c1ccc(C)c(Cl)c1	1%	6	-4	-5%	0%	-4	5%	-5	8%	5%
CCOC(=O)N1CCN(S(=O)(=O)c2ccc(C)cc2)CC1	0%	8	11	0%	7%	-1	0%	5	-20%	-7%
O=C(CNC(=O)c1ccccc1F)N/N=C/c1ccco1	0%	10	7	5%	-5%	0	-10%	-31	2%	?
CCC1CO/C(=C(\C(=C(Cl)Cl)N2CCOCC2)[N+](=O)[O-])N1 (stereo not drawn)	0%	1	1	15%	0%	5	-1%	0	7%	19%
CCOC(=O)c1nc(C)nc(Sc2n[nH]c(-c3cc(Cl)cc(Cl)c3)n2)c1C	0%	-2	2	-13%	9%	-3	0%	-11	-7%	-1%
O=c1cc(CN2CCN(S(=O)(=O)c3ccc4ccccc4c3)CC2)nc2sccn12	-2%	2	-3	3%	0%	1	5%	9	0%	11%
COc1ccc(C(=O)COC(=O)c2ccc(OC)c(OC)c2)cc1OC	-2%	-2	9	0%	3%	4	-7%	6	-3%	3%
CCOc1cccc2sc(N(CCN(CC)CC)C(=O)c3ccc(S(=O)(=O)N4CCCCC4)cc3)nc12	1%	21	6	-9%	13%	7	1%	-3	2%	6%
Cc1ccc(-c2nc3ncccc3o2)cc1NC(=O)C(C)(C)C	-1%	4	-3	-2%	3%	-1	2%	28	-2%	5%
CN(C)C(=O)CCc1ccc2c3c([nH]c2c1)[C@]1(CCc2ccccc2)[C@@H](C(=O)N2CCCCC2)C[C@H](CC(=O)NCCC2=CCCCC2)C(=O)N1CC3	2%	2	-2	5%	5%	nt	nt	-8	-2%[46.1 µM]	-30%

Random excerpt: 2 entries already listed
SMILES	USP2a block	TSHR antagonist	KCNH2 WT inh	Eya2 phos inh	A-T KAP1 phos	TRPV1 ag	Mito fusion act	KCNH2 3.1 block	TCR act	ELG1 repair inh
CN(C)c1cccc2c(/C=N/O)ccc(N(C)C)c12	3%	-10	12	-4%	9%	5	-9%	13	4%	2%
O=C(O)c1ccccc1CSc1nc2ccccc2o1	3%	-7	2	8%	-4%	0	5%	7	-5%	?

Source: PubChem BioAssay
